# Assay outcomes (PubChem BioAssay)
# INS-1E GSIS act: GLuc luminescence reporter in INS-1E cells, primary screen for activators of glucose-dependent secretion of insulin | INS-1E GLuc reporter insulin secretion, 2-3 h | actives 0.61% (n = 370,000) | activation, % at 16.6 µM;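 active = lowest replicate activation of at least 40%, so every replicate reaches that level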;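 also: 0% = median of neutral control wells and 100% = median of IBMX positive control wells; some compounds called inactive have numbers as strong as hits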
# FN deposit inh: fibronectin deposition inhibition. AH1F fibroblasts, Alexa488-fibronectin deposition fluorescence, overnight. inhibition, % at 12.6 µM. actives 0.086% (n = 350,000);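 active = mean inhibition across replicates of 30% or more, regardless of how many single replicates reach that level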;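 also: positive control wells lacked labelled fibronectin entirely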
#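 Material: AH1F fibroblast monolayer depositing Alexa488-labelled fibronectin into matrix | Input: 10000 AH1F cells/well | Medium: DMEM plus 2% serum, read in PBS | Reagent: Alexa488-fibronectin, 24 nM final in well | Compound dosing: One dose per compound, pinned | Schedule: 1 h adhesion, overnight exposure | Measured by: Fluorescence at 485 nm excitation, 525 nm emission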
# Cneo AK release: Cryptococcus neoformans lysis via adenylate kinase release; C. neoformans lysis, adenylate kinase release luminescence, 4 h; normalised: neutral wells 0, clomiphene wells 100; lysis activity, % at 15 µM; actives 0.2% (n = 360,000); AID 651654;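 active = mean lysis activity across replicates of at least 80%, whatever share of replicates individually reach that level; inactive = mean lysis activity below 80%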
#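 Test system: log-phase Cryptococcus neoformans yeast cells. Input: 5 × 10^6 yeast cells/mL. Medium: fresh YPD growth medium. Doses: single dose. Incubation: static 4 h at 37 °C with compound, 1 h detection. Measured by: luminescent adenylate kinase detection reagent. Read-out: signal increase indicating cell lysis. Benchmarks: Clomiphene.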
# PGC1a acetyl inh: lowers PGC1a acetylation signal in U2OS cells; actives 0.17% (n = 350,000); AlphaScreen anti-acetyl-lysine; with virally co-expressed GCN5 acetyltransferase; inhibition, % at 15.6 µM;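 active = every replicate shows inhibition of at least 40%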;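 also: 0% = neutral control wells and 100% = positive control wells; some results beyond the cut were filed as inactive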
# miR-122 sensor: inhibitors of miR-122 in Huh7 cells | Huh7 miR-122 Renilla luciferase sensor, 48 h; neutral wells = 0, positive control = 100 | activation (reporter increase), % at 12.5 µM | actives 0.3% (n = 340,000) | AID 602342;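 active = mean replicate activation score at least 90 and every replicate individually at or above 90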;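 also: higher luciferase means less miR-122 activity so hits act as miR-122 inhibitors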
# CFTR F508del cor: CFTR F508del correction in bronchial cells; AID 720511; actives 0.36% (n = 350,000); activity (quench increase), % at 7.58 µM; CFBE cells, YFP halide quenching; stimulated with forskolin plus potentiator P3; % fluorescence drop versus neutral controls;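 active = mean added fluorescence quench of at least 8% versus neutral control, with both replicates also reaching 8%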;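 also: cells transiently co-express mutant CFTR-F508del with the halide-sensitive YFP; corrector assay measuring rescue of mutant channel to the surface after 24 h compound exposure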
# C2C12 statin: suppressors of simvastatin-induced myotoxicity in C2C12 myotubes | AID 602340 | rescue of ATP level, % at 7.49 µM | actives 0.78% (n = 330,000) | ATP luminescence, 48 h; scaled: DMSO 0, geranylgeraniol control 100;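 active = mean ATP rescue above about 67%, or every replicate alone reaching that limit, limit read from the data, passing the limit was not always enough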;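 also: myotubes were challenged with 10 µM simvastatin during compound exposure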
# PglD DTNB: PglD (C. jejuni) enzyme inhibition; actives 0.098% (n = 360,000); purified PglD enzyme, DTNB colorimetric CoA detection; inhibition, % at 12.5 µM; AID 602405; in the data active = inhibition above about 16%, passing the limit was not always enough; also: strong numbers were not always called active
# Starred values were filed as active, the others as inactive; x = no result given; & = joins results of further samples; [ ] = remark or other dose.
1) CC(C)NC(=O)N(C)C[C@H]1OCCCC[C@@H](C)Oc2ccc(NS(=O)(=O)c3ccc(F)cc3)cc2C(=O)N([C@@H](C)CO)C[C@@H]1C
2) Cc1ccc2ncnc(Oc3ncccc3NC(=O)C(C)(C)C)c2c1
3) CNC[C@H]1Oc2ccc(NC(=O)Nc3ccccc3)cc2CC(=O)N([C@H](C)CO)C[C@H]1C
4) CCN(CC)S(=O)(=O)c1ccc(N/N=C(\C)c2ccc3c(c2)OCO3)c([N+](=O)[O-])c1
5) CC(NC(=O)C1CCN(C(=O)Nc2ccccc2)CC1)c1ccccc1 (stereo not given)
6) COc1ccc(S(=O)(=O)Nc2ccc3c(c2)CC(=O)N([C@@H](C)CO)C[C@@H](C)[C@H](CN(C)S(=O)(=O)c2c(C)noc2C)O3)cc1
7) Cc1ccc([N+](=O)[O-])cc1N(CC(=O)NC1CCCC1)S(C)(=O)=O
8) CCCCC(C(=O)NC(=O)NCc1ccccc1)N1C(=O)c2ccccc2C1=O (stereo not given)
compound no.	1	2	3	4	5	6	7	8
INS-1E GSIS act	1	16	9&2	26	-1	-15	14	x
FN deposit inh	-5	-4	-6	-1	-2	-6	2	-1
Cneo AK release	-4	x	13&5	-4	-2	-1	0	-2
PGC1a acetyl inh	5	8	1&7	-4	4	0	x	-4
miR-122 sensor	0[16.7 µM]	x	-1[16.7 µM]	-5	-4	1[16.7 µM]	16	-6
CFTR F508del cor	0.3	-1.2	1.4&-0.7	x	1.6	-1.1	-0.3	x
C2C12 statin	x	x	3&2	x	33	-1	14	2
PglD DTNB	-2	x	-1&-3	5	5	-2	-2	-2

9) CCN(CC)C(=O)[C@H]1CC(CC(=O)NCC23CC4CC(CC(C4)C2)C3)C(=O)N2CCc3c([nH]c4ccccc34)[C@]12C (stereo not given in full)
10) CCOC(=O)C1CCN(C(=O)c2cccnc2)CC1
11) COc1ccc(-n2nnc3c(SCC(=O)N4CCCc5ccccc54)ncnc32)cc1
12) O=C(CSc1nnc2ccccn12)NCCc1ccc(Cl)cc1
13) Cc1c(C(=O)N2CCOCC2)c(S(=O)(=O)Nc2ccc(C(C)C)cc2)c(C)n1C
14) CCCC(=O)Nc1ccccc1N1CCN(C(=O)C(C)C)CC1
15) Cc1ccc(Cl)cc1NC(=O)COc1ccccc1
16) Cc1ccc(NC(=O)N2CCC(c3nc4c(nnn4Cc4c(F)cccc4Cl)c(=O)[nH]3)CC2)cc1
compound no.	9	10	11	12	13	14	15	16
INS-1E GSIS act	-14	x	13	-20	-5	x	4	-11
FN deposit inh	-6	-3	-9	1	0	3	-9	x
Cneo AK release	-2	-1	-2	-8	3	1	-1	1
PGC1a acetyl inh	-13	2	33	-6	-5	-2	11	0
miR-122 sensor	-15	-7	-8	9	-9	12	4	0
CFTR F508del cor	6.1	x	-0.1	3.1	-2.0	x	2.1	5.2
C2C12 statin	0	3	-13	10	-1	4	18	12
PglD DTNB	-5	-2	-1	3	1	-1	-7	-9

17) COc1ccc(S(=O)(=O)NCC(=O)N(Cc2ccco2)C(C(=O)NC(C)(C)C)C(C)C)cc1 (stereo not given)
18) COc1ccc(-n2c(O)c(/C=N/NS(=O)(=O)c3cc(C)ccc3C)c3ccccc3c2=O)cc1OC
19) CCCCn1c(=O)cc(C)n(-c2ccccc2)c1=O
20) C[C@@H]1CN([C@@H](C)CO)C(=O)c2cc(NC(=O)CCCN(C)C)ccc2O[C@@H]1CN(C)S(=O)(=O)c1cccs1
21) O=C1COc2ccc(C(=O)c3ccccc3)cc2CN1
22) C/C=C/c1ccc2c(c1)O[C@@H](CN(C)Cc1cncnc1)[C@H](C)CN([C@@H](C)CO)S2(=O)=O
23) CCN1CCN(c2nc3ccccn3c(=O)c2/C=C(\C#N)S(=O)(=O)c2ccccc2)CC1
24) CCC(=O)Nc1cc2c(C)cc(=O)oc2cc1C
compound no.	17	18	19	20	21	22	23	24
INS-1E GSIS act	-6	-10	16	13	x	-11	4	x
FN deposit inh	2	-4	-5	x	-1	-1	5	-3
Cneo AK release	12	-1	x	-5	-1	0	3	1
PGC1a acetyl inh	x	4	4	-9	8	-2	-1	1
miR-122 sensor	5	1	x	3[16.7 µM]	-9	x	6	-6
CFTR F508del cor	2.6	x	0.8	1.4	x	-0.9	-0.8	x
C2C12 statin	0	x	x	-12	15	-14	-2	0
PglD DTNB	3	2	x	3	2	4	-11	0

25) C=CCn1c(COc2ccc(F)cc2)nnc1SCC(=O)NC(=O)NCc1ccco1
26) NS(=O)(=O)c1cccc(NC(=O)COC(=O)CCC(=O)c2cccs2)c1
27) Cn1c(SCc2ccccc2)nnc1-c1ccncc1
28) CCOC(=O)c1nn(-c2ccc(C)cc2)c(=O)c2c(N)scc12
29) CCOC(=O)/C(C#N)=C/c1c(Oc2cccc(C)c2)nc2ccccn2c1=O
30) O=C(CCC(=O)c1cccs1)Nc1ccc(F)c(F)c1F
31) COc1ccc(CCN2CC(C#N)=C3c4cc(OC)c(OC)cc4CCN3C2)cc1OC
32) Oc1ccccc1CNCCCN1CCOCC1
compound no.	25	26	27	28	29	30	31	32
INS-1E GSIS act	1	-21	5	0	13	x	39	7
FN deposit inh	x	6	x	x	-17	11	9	-5
Cneo AK release	-2	1	-3	-3	x	-1	0	-3
PGC1a acetyl inh	-2	x	x	x	-1	-16	3	1
miR-122 sensor	2	x	0	x	-7	1	3	-8
CFTR F508del cor	x	0.3	-3.4	x	-0.7	x	-0.3	-0.4
C2C12 statin	-18	-1	11	-5	-15	-3	-18	11
PglD DTNB	1	0	-3	6	x	2	3	5

# Part of the list above, field by field:
(27) Cn1c(SCc2ccccc2)nnc1-c1ccncc1
  INS-1E GSIS act: 5; FN deposit inh: x; Cneo AK release: -3; PGC1a acetyl inh: x; miR-122 sensor: 0; CFTR F508del cor: -3.4; C2C12 statin: 11; PglD DTNB: -3

(28) CCOC(=O)c1nn(-c2ccc(C)cc2)c(=O)c2c(N)scc12
  INS-1E GSIS act: 0; FN deposit inh: x; Cneo AK release: -3; PGC1a acetyl inh: x; miR-122 sensor: x; CFTR F508del cor: x; C2C12 statin: -5; PglD DTNB: 6

(29) CCOC(=O)/C(C#N)=C/c1c(Oc2cccc(C)c2)nc2ccccn2c1=O
  INS-1E GSIS act: 13; FN deposit inh: -17; Cneo AK release: x; PGC1a acetyl inh: -1; miR-122 sensor: -7; CFTR F508del cor: -0.7; C2C12 statin: -15; PglD DTNB: x

(30) O=C(CCC(=O)c1cccs1)Nc1ccc(F)c(F)c1F
  INS-1E GSIS act: x; FN deposit inh: 11; Cneo AK release: -1; PGC1a acetyl inh: -16; miR-122 sensor: 1; CFTR F508del cor: x; C2C12 statin: -3; PglD DTNB: 2

# (listing goes on)
33) Cc1cccc(NC(=O)c2ccc(N(C)C3CCCCC3)c([N+](=O)[O-])c2)n1
34) OC(Cn1cncn1)(c1ccccc1)c1ccccc1
35) COc1ccc(NC(=O)Nc2ccc3c(c2)C(=O)N([C@@H](C)CO)C[C@@H](C)[C@H](CN(C)C(=O)NC(C)C)OCCCC[C@@H](C)O3)cc1
36) O=C(CN1CCN(c2ccccc2)CC1)Nc1ccc(F)cc1
37) COc1ccc(CC(=O)Nc2ccc(-c3cn4ccccc4n3)cc2)cc1
38) CC1(C(=O)NS(=O)(=O)c2cccc(Cl)c2)CCN1C(=O)CC1CC1 (stereo not given)
39) O=C(CCN1CCN(c2ccccc2)CC1)Nc1ccccc1
40) C[C@@H]1CN([C@@H](C)CO)C(=O)c2cc(NC(=O)C3CC3)ccc2O[C@H]1CN(C)Cc1ccc(Cl)c(Cl)c1
compound no.	33	34	35	36	37	38	39	40
INS-1E GSIS act	-32	x	-7	-18	x	-1	-3	-8
FN deposit inh	2	0	-14	1	x	0	-4	-2
Cneo AK release	-3	-5	-2	-1	-6	2	1	4
PGC1a acetyl inh	-17	-1	-5	14	-5	18	9	-5
miR-122 sensor	0	-5	-7[16.7 µM]	-4	-5	-6	8	-9[16.7 µM]
CFTR F508del cor	x	x	-0.1	1.6	x	1.2	-1.9	2.6
C2C12 statin	-19	-3	x	-8	111*	-14	-6	-6
PglD DTNB	0	-5	2	-3	2	1	-8	3

41) O=C(O)CC1(CC(=O)N2CCC(C(=O)O)CC2)CCCC1
42) C[C@H](CO)N1C[C@H](C)[C@H](CN(C)C(=O)C2CCCCC2)Oc2cc(Br)ccc2S1(=O)=O
43) O=C(C[C@H]1C[C@@H]2c3cc(NC(=O)C4CCC4)ccc3O[C@@H]2[C@@H](CO)O1)NCCN1CCCCC1
44) CCc1ccc2nc(N(CCCN(C)C)C(=O)c3ccc(C(=O)c4ccccc4)cc3)sc2c1
45) COc1ccc(OC)c(C2C(C#N)=C(N)Oc3cc(C)[nH]c(=O)c32)c1 (stereo not given)
46) CCN(Cc1ccccc1)S(=O)(=O)c1ccc(C(=O)N2CCN(c3nc4ccccc4s3)CC2)cc1
47) N#C[C@H]1[C@@H](c2ccccc2)[C@H](CO)N1S(=O)(=O)c1cccc(F)c1
48) COc1ccc(C(=O)N[C@H](C(=O)NCCc2ccc3c(c2)OCCO3)C(C)C)cc1
compound no.	41	42	43	44	45	46	47	48
INS-1E GSIS act	16	-12	6	19	x	-26	-5	-5
FN deposit inh	-3	-24	8	-2	x	2	-15	4
Cneo AK release	x	x	1	10	-2	-1	58	5
PGC1a acetyl inh	x	-3	2	x	-1	8	-6	2
miR-122 sensor	x	-7[16.7 µM]	-4[16.7 µM]	-3	-2	-9	x	0
CFTR F508del cor	0.4	-2.6	-0.3	-2.6	x	5.2	-1.0	-2.9
C2C12 statin	0	0	8	-17	4	6	8	-2
PglD DTNB	x	x	3	-2	7	-1	0	5

49) CC(C)CN(C)C(=O)CCc1nnc(Cc2cccc(C(F)(F)F)c2)o1
50) COc1cccc(S(=O)(=O)N[C@H]2CC[C@@H](CCNC(=O)Cc3ccncc3)O[C@@H]2CO)c1
51) C=C(C)CNC(=S)N/N=C/c1ccc(NC(C)=O)cc1
52) CCC(=O)N1C[C@@H](O)COC[C@H]2O[C@@H](CC(=O)NC)CC[C@@H]21
53) CCOC(=O)[C@H]1[C@H]2COc3ccc(C)cc3[C@@H]2N2C(=O)[C@@H](CO)NC(=O)[C@@]12C
54) O=C(NCCCN1CCOCC1)C1CCN(S(=O)(=O)c2c(Cl)cccc2Cl)CC1
55) CCC(=O)N1[C@H](CO)[C@H]2c3ccccc3N(C(=O)c3ccccc3F)C[C@H]21
56) CC(Oc1ccc(Cl)cc1Cl)C(=O)NN=C1CCN(C)CC1 (stereo not given)
57) COc1ccc(C2CC(=O)NC3=C2C(=O)CCC3)cc1Cl (stereo not given)
58) COc1ccccc1CNC(=O)c1cc(-c2cc(Cl)ccc2C)n[nH]1
compound no.	49	50	51	52	53	54	55	56	57	58
INS-1E GSIS act	5	-2	6	12	3	2	10	7	32	-27
FN deposit inh	-3	0	1	-1	13	3	x	2	x	12
Cneo AK release	x	-1	1	2	0	-11	-2	-4	-1	-2
PGC1a acetyl inh	8	4	5	0	-1	3	-1	9	-13	-2
miR-122 sensor	x	x	0	-1[16.7 µM]	-4	-4	-4[16.7 µM]	-4	-4	8
CFTR F508del cor	-2.9	-1.1	1.3	-1.3	1.6	2.2	-1.3	x	x	-0.9
C2C12 statin	x	-2	-3	-11	0	-2	4	8	x	-5
PglD DTNB	x	-3	-3	-1	3	0	5	-10	1	-9
